BLM helicase inh – qHTS Assay for Inhibitors of Bloom's syndrome helicase (BLM). AID 2528, 2010. 350,000 tested, 0.2% active. recombinant BLM DNA unwinding, fluorescence dequenching. Potency, µM (series often up to 56.1 µM), for the others: at the highest dose activity change, negative = inhibition, most hits filed as inhibitors. RecQ-like DNA helicase BLM (Homo sapiens), P54132;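 also: plate controls were vehicle for no effect and no enzyme for full effect; nearly all actives have a fitted effect of over 35% in size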
APEX1 inh – qHTS Assay for Inhibitors of the Human Apurinic/apyrimidinic Endonuclease 1 (APE1); DNA repair nuclease/redox regulator APEX1 (Homo sapiens), P27695; recombinant APE1, TAMRA/BHQ-2 abasic DNA cleavage fluorescence; Potency, µM (top dose mostly 65.8 µM), for the others: top-dose activity change, negative = inhibition, actives largely listed as inhibitors; 350,000 tested, 0.35% active;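 also: plate controls were vehicle for no effect and reference inhibitor for full effect; nearly all actives have a fitted effect of over 55% in size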
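Measures dequenching upon AP-site incision of a 5'-TAMRA/3'-BHQ-2 THF-containing duplex, 50 nM; human APE1 0.75 nM after 15 min room-temperature exposure to compound; kinetic three-point read at one-minute spacing.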
Pol iota inh – qHTS for Inhibitors of Polymerase Iota; Pol iota fluorescent replication assay, 10 min; Potency, µM (series often up to 115 µM), for inactives: at the top dose activity, negative = inhibition, most hits filed as inhibitors; AID 588590, 2011; 390,000 tested, 1% active
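Fluorescent replication assay read twice, at 0 min and 10 min after adding 50 nM (final) substrate. Enzyme (10 nM) and compounds were first incubated 15 min at room temperature; enzyme-free buffer wells were negative controls.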
BAZ2B block – qHTS Assay for Inhibitors of BAZ2B; 360,000 tested, 4.4% active; Potency, µM (titrated, usually from 114 µM), inactives show top-dose activity change, negative = inhibition, usual class: inhibitors; AID 504333, 2011; AlphaScreen BAZ2B-H3K14Ac peptide displacement; Bromodomain adjacent to zinc finger domain protein 2B (Homo sapiens), Q9UIF8; also: % is scaled to controls: 0 for no effect and ±100 for the full control effect; nearly all actives have a fitted effect of over 60% in size
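BAZ2B 50 nM plus b-H3(5-23)K14Ac 50 nM, PBS pH 7.4/0.01% Tween-20, 30 min RT; compound added (max 110 uM), 30 min RT; streptavidin donor/Ni-chelate acceptor beads 10 ug/mL final, 20 min dark; AlphaScreen read.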
POLK inh – qHTS for Inhibitors of Polymerase Kappa; 400,000 tested, 0.53% active; DNA polymerase kappa (Homo sapiens), Q9UBT6; AID 588579, 2011; Potency, µM (top dose mostly 107 µM), without a hit: at the top dose activity, negative = inhibition, hits mostly inhibitors; purified Pol kappa, fluorescent DNA synthesis assay, 10 min; also: % is scaled to controls: 0 for no effect and ±100 for the full control effect
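10 nM Pol kappa was preincubated with compounds for 15 min at room temperature. Reaction started with 50 nM (final) substrate. Fluorescence read kinetically at 0 and 10 min.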
G9a block – qHTS Assay for Inhibitors of Histone Lysine Methyltransferase G9a; G9a H3K9 monomethylation, AlphaScreen, 2 h; Histone-lysine N-methyltransferase EHMT2 (Homo sapiens), Q96KQ7; 350,000 tested, 8.8% active; Potency, µM (series often up to 102 µM), for inactives: top-dose activity, negative = inhibition, actives largely listed as inhibitors; also: % is scaled to controls: 0 for no effect and ±100 for the full control effect; nearly all actives have a fitted effect of over 75% in size
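G9a (20 nM) was preincubated 15 min with compound, then reacted 2 h at room temperature with 500 nM biotin-H3K9 peptide and 20 µM SAM. Monomethyl-H3K9 detected by AlphaScreen using anti-H3K9me1 antibody.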
POLH inh – qHTS for Inhibitors of Polymerase Eta; 390,000 tested, 1.2% active; Potency, µM (doses to about 114 µM), for the others: top-dose activity change, negative = inhibition, hits mostly inhibitors; recombinant Pol eta, fluorescent DNA replication assay; DNA polymerase eta (Homo sapiens), Q9Y253; also: % is scaled to controls: 0 for no effect and ±100 for the full control effect
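Pol eta (10 nM) was preincubated with compounds for 15 min at room temperature, after which fluorescent replication substrate (50 nM final) was added to start the reaction. Fluorescence was read kinetically at 0 and 10 min.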
Apoferritin bind – qHTS Assay for Identification of Novel General Anesthetics | AID 485281, 2010 | apoferritin/1-aminoanthracene competitive binding, fluorescence | Potency, µM (doses to about 77.5 µM), for inactives: at the highest dose activity change, negative = displacement, hits mostly inhibitors | 350,000 tested, 0.074% active; also: % is scaled to controls: 0 for no effect and ±100 for the full control effect; nearly all actives have a fitted effect of over 20% in size
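10 uM apoferritin + 50% sat. 1-AMA, PBS; cpd 10 min RT; Ex380/Em535 endpoint; normalized to free probe vs complex; 4-param Hill fit; propofol titration as pos. ctrl.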
Pol beta inh – qHTS Assay for Inhibitors of DNA Polymerase Beta. P06746. Pol beta primer extension/strand displacement, fluorescence kinetic. Potency, µM (titrated, usually from 114 µM), for the others: at the highest dose activity change, negative = inhibition, usual class: inhibitors. 340,000 tested, 1.3% active. AID 485314, 2010; also: % is scaled to controls: 0 for no effect and ±100 for the full control effect
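Enzyme-only controls used 10 nM Pol beta; buffer lacking enzyme served as negative control. Compound preincubated 15 min, then 50 nM substrate added; 0 and 10 min reads at room temperature.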
* hit, by the source's call; ? = inconclusive; nt = not tested or not shown; [ ] = remark or other dose. Calls follow the shape of the dose curve; as a rule, active = well fitted curve in the direction sought with a large enough effect; inconclusive = small, poorly fitted or top-dose-only effect, or another doubt; inactive = no such curve, though single readings can be large; an effect the other way counts as inactive or inconclusive. Potency is read from the fitted curve at half-maximal effect. These rows are one share of the data (hit frequency here may not be typical).

SMILES	BLM helicase inh	APEX1 inh	Pol iota inh	BAZ2B block	POLK inh	G9a block	POLH inh	Apoferritin bind	Pol beta inh
COc1ccccc1CNC(=O)COC(=O)c1ccc(S(=O)(=O)N2CCCCC2)cc1	nt	12%	1%	nt	-2%	nt	4%	nt	nt
CC(=O)N1CCc2cc(Br)cc(S(=O)(=O)CCC(=O)N3CCN(c4ccccc4Cl)CC3)c21	-3%	nt	3%	14%	-20%	13%[59 µM]	-11%	-5%	10%
CCc1nnc(NC(=O)CCC(=O)NC2CCCCCC2)s1	1%	80%[activator]	7%	-3%[57.1 µM]	1%	5%	-9%	-4%	-8%
O=C(OCCO)c1cc(Cl)c(C(=O)OCCO)cc1Cl	-2%	2%	5%	nt	5%	-12%[59 µM]	-7%	-9%	24%
COc1ccc2c(c1)CC[C@@H]1[C@@H]2CC[C@]2(C)[C@@H](C(=O)O)C[C@@H]12	nt	18%	21%	3%	-2%	13%[2.33 µM]	-16%	nt	nt
CCc1ccc(/C=N/NC(=O)Cc2cccn2C)cc1	-10%	-6%	67%[activator]	?	-4%	nt	-16%	-4%	-1%
CC(=O)N1CCN(c2ccc(NCc3ccc(C)s3)cc2)CC1	-11%	-6%	50µM*	10%	-5%	45µM*	-16%	-4%	4%
CN1CCN(S(=O)(=O)c2ccc(NC(=O)C3CCCO3)cc2)CC1 (stereo unspecified)	-2%	1%	43%[activator]	5%	-17%	-20%[59 µM]	-7%	-8%	-4%
COc1ccc(-n2nnc3c(=O)n(C/C=C/c4ccccc4)cnc32)cc1	-2%	0%	31%[activator]	-5%	-16%	22%[12.7 µM]	3%	5%	-9%
CC(C)Nc1nnc(SC(C)C(=O)Nc2ccc(N3CCOCC3)cc2)s1 (stereo unspecified)	nt	20%	20%	4%	1%	?	-10%	nt	nt
COc1ccc(CNC(=O)C(OC(C)=O)c2ccccn2)cc1 (stereo unspecified)	0%	-2%	11%	5%	4%	?	-10%	-7%	-3%
CC(C)N(Cc1ccccc1)C(=S)NC(=O)C1(C)CC1(Cl)Cl (stereo unspecified)	0%	3%	82%[activator]	-34%	6%	15%	-14%	-14%	-11%
O=C(CCN1CCCCC1)Nc1ccc(Br)cc1	0%	9%	7%	5%	-20%	-47%[59 µM]	11%	-4%	-12%
O=C(CN1CCN(C(=O)CNC(=O)c2ccc3c(c2)OCO3)CC1)Nc1cccc(F)c1	nt	44%	-10%	-4%	-4%	13%[12.7 µM]	-2%	nt	nt
CC(C)=CC(=O)N1CCCc2ccccc21	-3%	18%	-8%	10%	0%	?	-12%	-15%	2%
O=C(CSc1nccn1-c1ccc(Cl)cc1)Nc1nc2ccccc2s1	-4%	nt	?	?	-2%[60.1 µM]	14%[59 µM]	-12%	65%[activator]	12%
Cc1nnc(C)c2c(C)n(Cc3ccc4c(c3)OCO4)c(C)c12	-3%	-1%	12%	-34%	-9%	20%[12.7 µM]	-14%	4%	9%
COc1ccc(NC(=O)c2ccc3c(c2)OCO3)cc1[N+](=O)[O-]	-4%	3%	73%[activator]	-13%	10%	16%	-12%	-5%	18%
O=C(CCc1nc(-c2ccccc2Cl)no1)NCC1CCCO1 (stereo unspecified)	-13%	-2%	-8%	-13%	-1%	-6%	-9%	-7%	3%
O=C(Nc1ccccc1N1CCCC1)c1cccc(-c2cc3ccccc3oc2=O)c1	-8%	-10%	3%	?	-14%	?	-5%	-3%	-5%
Cc1nc2nc(SCC(=O)Nc3cccc(F)c3)[nH]c2cc1Br	-1%	-5%	10%	-2%	5%	-7%	0%	-18%	2%
O=C(c1cc2ccc3cccnc3c2[nH]1)N1CCN(c2cccc(Cl)c2)CC1	-7%	nt	-6%	0%	-8%[60.1 µM]	?	-21%	-17%	-11%
Cc1nn(-c2ccccc2)cc1/C=N/O	-4%	5%	4%	4%	-8%	21%[59 µM]	8%	-11%	-1%
Cc1ccc(C)c(NC(=O)C(OC(=O)c2ccc(C)s2)c2ccccc2)c1 (stereo unspecified)	-1%	5%	104%[activator]	0%	-18%	21%[59 µM]	-2%	3%	-20%
Cc1ccc(C)c(NC(=O)C(c2ccccc2)N2CCN(CC(=O)NC3CC3)CC2)c1 (stereo unspecified)	nt	17%	11%	0%	0%	?	-11%	nt	nt
Cc1cccc(NC(=O)CNC(=O)C(NC(=O)Cc2ccccc2)C(C)C)c1C (stereo unspecified)	nt	15%	25%	4%	-10%	-5%[2.33 µM]	-3%	nt	nt
C=CCn1c(SCC(=O)Nc2ccc(N3CCOCC3)cc2)nc2ccccc2c1=O	-3%	13%	34%[activator]	-2%	0%	36%	-1%	-5%	-1%
COc1ccccc1CNC(=O)CNC(=O)c1sc2ccccc2c1Cl	-10%	49%[activator]	23%	-33%	-6%	-3%	-8%	?	-18%
Cc1nc(NCc2ccco2)c2c(C)c(C)sc2n1	-6%	-2%	13%	28µM*	-15%	8.9µM*	-18%	-14%	0%
O=C(NCc1ccco1)c1ccccc1NC(=O)C1CC(=O)N(c2ccc(Cl)cc2)C1 (stereo unspecified)	-4%	1%	11%	-35%	-1%	10%[59 µM]	2%	-2%	0%
CCCCN(C(=O)c1ccc(OC)c([N+](=O)[O-])c1)c1c(N)n(CCC)c(=O)[nH]c1=O	2%	68%	20%	1%	4%	-7%	-9%	2%	14%
CC[C@H](C)[C@H](NC(=O)[C@H](Cc1ccc(O)cc1)NC(=O)[C@@H](NC(=O)[C@H](CCCN=C(N)N)NC(=O)[C@@H](N)CC(=O)O)C(C)C)C(=O)N[C@@H](Cc1ccc(N)cc1)C(=O)N1CCC[C@H]1C(=O)N[C@@H](Cc1ccccc1)C(=O)O	4%	-15%	nt	nt	17%[60.1 µM]	nt	nt	2%	nt
CCOCCCNc1nc2c(C)cccn2c(=O)c1/C=C1\SC(=S)N(CC(C)C)C1=O	0%	-3%	19%	-18%	-19%	-25%[59 µM]	-6%	-9%	-10%
COc1ccc(/C=N/NC(=O)c2cccc(NC(C)=O)c2)c(C(=O)O)c1OC	-5%	4%	21%	1%	-16%	-6%	-3%	-10%	-1%
Cc1onc(C(=O)NN)c1C(=O)Nc1ncc(C(F)(F)F)cc1Cl	-5%	0%	-4%	?	-9%	-35%	0%	?	1%
COc1ccc(NC(=O)CCCc2ccccc2)cc1OC	-9%	10%	6%	-15%	-9%	nt	0%	-12%	-20%
CCOc1c(C)cc2[nH]c(CCC(=O)O)nc2c1C	-2%	1%	3%	-3%	-8%	13µM*	-1%	1%	2%
COc1ccc(C(C(=O)NC2CCCC2)N(C(=O)c2ccco2)c2cc3c(cc2C(C)=O)OCO3)cc1 (stereo unspecified)	-14%	-9%	128%[activator]	6%	-6%	-11%	-1%	1%	2%
C=CCn1nnc2sc3c(c2c1=O)CCC(C)C3 (stereo unspecified)	-7%	8%	-8%	12%	?	0%	?	?	?
O=C(Oc1ccc(Cl)c2cccnc12)N1CCCCC1	0%	2%	32%[activator]	-3%	-5%[60.1 µM]	-8%[59 µM]	-9%	?	16%
CCC1CCC2(CC1)NC(=O)N(CC(=O)Nc1ccc(OC)cc1)C2=O (stereo unspecified)	nt	-6%	109%[activator]	-7%	-4%	8%[0.501 µM]	0%	nt	nt
CCN(C(=O)CN1CCN(c2ccccc2F)CC1)c1c(N)n(Cc2ccccc2)c(=O)[nH]c1=O	1%	2%	12%	2%	-23%	-4%	-6%	0%	6%

Given as comma-separated lines: entries from further up
SMILES,BLM helicase inh,APEX1 inh,Pol iota inh,BAZ2B block,POLK inh,G9a block,POLH inh,Apoferritin bind,Pol beta inh
COc1ccccc1CNC(=O)COC(=O)c1ccc(S(=O)(=O)N2CCCCC2)cc1,nt,12%,1%,nt,-2%,nt,4%,nt,nt
CC(=O)N1CCc2cc(Br)cc(S(=O)(=O)CCC(=O)N3CCN(c4ccccc4Cl)CC3)c21,-3%,nt,3%,14%,-20%,13%[59 µM],-11%,-5%,10%
CCc1nnc(NC(=O)CCC(=O)NC2CCCCCC2)s1,1%,80%[activator],7%,-3%[57.1 µM],1%,5%,-9%,-4%,-8%
O=C(OCCO)c1cc(Cl)c(C(=O)OCCO)cc1Cl,-2%,2%,5%,nt,5%,-12%[59 µM],-7%,-9%,24%
COc1ccc2c(c1)CC[C@@H]1[C@@H]2CC[C@]2(C)[C@@H](C(=O)O)C[C@@H]12,nt,18%,21%,3%,-2%,13%[2.33 µM],-16%,nt,nt
CCc1ccc(/C=N/NC(=O)Cc2cccn2C)cc1,-10%,-6%,67%[activator],?,-4%,nt,-16%,-4%,-1%
CC(=O)N1CCN(c2ccc(NCc3ccc(C)s3)cc2)CC1,-11%,-6%,50µM*,10%,-5%,45µM*,-16%,-4%,4%
CN1CCN(S(=O)(=O)c2ccc(NC(=O)C3CCCO3)cc2)CC1 (stereo unspecified),-2%,1%,43%[activator],5%,-17%,-20%[59 µM],-7%,-8%,-4%
COc1ccc(-n2nnc3c(=O)n(C/C=C/c4ccccc4)cnc32)cc1,-2%,0%,31%[activator],-5%,-16%,22%[12.7 µM],3%,5%,-9%
CC(C)Nc1nnc(SC(C)C(=O)Nc2ccc(N3CCOCC3)cc2)s1 (stereo unspecified),nt,20%,20%,4%,1%,?,-10%,nt,nt
